# MEKK3 PB1 HTS = MEKK3-MEK5 PB1 interaction, increase or decrease; Q99759; bead-based flow cytometry, Alexa488-MEK5 binding to MEKK3; actives lie on both sides; 0 = blocked by unlabeled MEK5, 100 = vehicle; binding response (% of control), % at 10 µM; 290,000 tested, 1.4% active;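 active = binding response more than 3 SD above or below the average of its plate-row segment, actives on both sides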;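 note: Alexa488 bead fluorescence after subtracting the streptavidin-only scavenger bead signal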
# Target sequence (Q99759 whole entry, looked up): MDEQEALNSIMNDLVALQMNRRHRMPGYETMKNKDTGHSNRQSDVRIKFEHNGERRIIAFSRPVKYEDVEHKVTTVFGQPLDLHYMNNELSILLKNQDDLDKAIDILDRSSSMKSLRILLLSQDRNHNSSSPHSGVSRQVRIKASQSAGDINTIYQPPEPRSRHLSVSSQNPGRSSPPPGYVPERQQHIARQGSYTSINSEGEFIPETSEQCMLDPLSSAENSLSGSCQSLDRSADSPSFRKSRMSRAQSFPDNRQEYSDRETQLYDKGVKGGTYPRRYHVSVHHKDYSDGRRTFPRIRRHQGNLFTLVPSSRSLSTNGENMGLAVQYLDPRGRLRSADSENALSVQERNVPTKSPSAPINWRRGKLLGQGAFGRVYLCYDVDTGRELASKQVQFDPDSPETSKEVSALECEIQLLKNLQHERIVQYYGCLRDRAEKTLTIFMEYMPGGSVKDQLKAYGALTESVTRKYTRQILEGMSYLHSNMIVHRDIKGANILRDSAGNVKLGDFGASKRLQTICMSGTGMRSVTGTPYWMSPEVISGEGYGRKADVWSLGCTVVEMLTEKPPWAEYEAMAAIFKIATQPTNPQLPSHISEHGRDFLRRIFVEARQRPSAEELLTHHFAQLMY
# DNA FID counter = counter-screen for HCV NS3 helicase inhibitors: DNA intercalator displacement; DNA fluorescent intercalator displacement, fluorescence; inhibition, % at 7.9 µM; 290,000 tested, 0.17% active; AID 1845; in the data active = inhibition above about 37%;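 note: 0% = vehicle and 100% = reference compound; higher means more ethidium bromide displaced from hairpin DNA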
# OXTR ag = activates the human oxytocin receptor; CHO-OTR cells, Fluo-8 calcium fluorescence; normalized: DMSO 0%, oxytocin 100%; AID 2435; activation, % at 3 µM; 320,000 tested, 0.32% active; P30559;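 active = activation above the mean of all tested compounds plus 3 SD, cutoff set per screening run, cut at about 20% in these data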;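 note: peak over basal fluorescence ratio from a 100 s FLIPR kinetic read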
# MEKK2 mut-MEK5 = signal of MEK5 binding to mutant human MEKK2 PB1 domain; bead flow cytometry, Alexa488-MEK5 binding to MEKK2 mutant; percent response, % at 10 µM; 290,000 tested, 0.35% active; AID 1530; in the data active = percent response above about 24%, passing the limit was not always enough; note: inactives centre near 1; some results filed as inactive read as strong as hits; reference of the scale not given here
# MEKK2wt PB1 HTS = raises or lowers MEK5 binding to wildtype human MEKK2 PB1 domain | bead flow cytometry, Alexa488-MEK5 binding to MEKK2 WT; actives lie on both sides | binding response (% of control), % at 10 µM | 290,000 tested, 1.1% active | AID 1531; in the data active = binding response below about 67% or above about 130%
# GPR7 antag = human neuropeptides B/W receptor 1 antagonism. P48145. GPR7-expressing cells, fluorescence antagonist assay. inhibition, % at 4.4 µM. 290,000 tested, 1.1% active. AID 1861; in the data active = inhibition above about 16%, passing the limit was not always enough;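 note: cells stimulated with the agonist NPW; 0% = agonist with vehicle and 100% = vehicle without agonist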
# Target sequence (P48145 whole entry, looked up): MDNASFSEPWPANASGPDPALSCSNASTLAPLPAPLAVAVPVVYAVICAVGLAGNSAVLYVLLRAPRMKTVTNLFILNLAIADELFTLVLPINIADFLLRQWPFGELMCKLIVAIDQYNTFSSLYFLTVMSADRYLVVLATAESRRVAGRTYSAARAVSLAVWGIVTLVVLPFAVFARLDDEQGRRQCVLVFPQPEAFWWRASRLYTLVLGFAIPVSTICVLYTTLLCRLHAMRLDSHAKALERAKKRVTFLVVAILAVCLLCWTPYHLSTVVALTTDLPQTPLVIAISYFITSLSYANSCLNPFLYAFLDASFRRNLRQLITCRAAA
# PfM18AAP inh = blocks P. falciparum M18 aspartyl aminopeptidase | recombinant PfM18AAP, H-Glu-NHMec fluorogenic cleavage | AID 1822 | 290,000 tested, 1.2% active | inhibition, % at 7.35 µM;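 active = inhibition above the campaign mean inhibition over all tested compounds plus 3 SD, cut at about 28% in these data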;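 note: 0% = plate median of test compound wells and 100% = 2 mM ZnCl2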
# PHOSPHO1 block = blocks human PHOSPHO1 phosphatase activity; inhibition, % at 13.3 µM; Q8TCT1; 290,000 tested, 1.1% active; recombinant PHOSPHO1, absorbance phosphatase assay; AID 1565; in the data active = inhibition above about 60%
# NALP1 yeast inh = inhibitors of NALP1 inflammasome in yeast; S. cerevisiae NALP1/ASC/caspase-1 growth, X-gal OD620, 72 h; 280,000 tested, 0.61% active; inhibition, % at 10 µM; in the data active = inhibition mostly above about 24%, no sharp cut-off; inactive = mostly below about 32%; note: some compounds called inactive have numbers as strong as hits
# The depositor's hits bear a star; nt = no result given; [ ] = another dose, or the depositor's remark.
SMILES,MEKK3 PB1 HTS,DNA FID counter,OXTR ag,MEKK2 mut-MEK5,MEKK2wt PB1 HTS,GPR7 antag,PfM18AAP inh,PHOSPHO1 block,NALP1 yeast inh
N#Cc1c(NC(=O)CSc2nc(N)cc(=O)[nH]2)sc2c1CCCC2,1.0*[inhibitor],-1.6,-0.2,-13.0,2.0*[inhibitor],0.8,1.5,-19.1,7.4
Cc1cccc(N=Cc2cc3c(cc2[N+](=O)[O-])OCO3)c1,103.0,-0.6,-1.0,1.0,100.0,-11.3,9.0,-134.9,12.1
C=CCNC(=O)/C(=C\c1ccc([N+](=O)[O-])cc1)NC(C)=O,99.0,2.2,7.6,2.0,98.0,-6.1,-0.1,47.3,-1.6
CCOC(=O)C1CCCN(CC(O)COc2ccccc2C(C)=O)C1 (configuration not stated),98.0,1.2,-0.4,-3.0,98.0,-8.5,-6.9,-9.3,-1.8
CC(=O)N1CCN(Cc2cc(=O)n3cc(Cl)c(C)c(Cl)c3n2)CC1,116.0,-8.4,1.1,6.0,118.0,-2.1,-0.1,10.5,3.6
Cc1ccc(OCC(=O)N2CCCCCCC2)cc1,107.0,-13.2,-1.6,1.0,98.0,0.8,-10.1,3.3,8.3
NC(=O)COC(=O)c1cccc(S(=O)(=O)N2CCCCC2)c1,98.0,-9.2,0.1,-2.0,94.0,3.0,-5.7,1.1,-4.2
Cc1ccsc1C(=O)N1CCCC(CCC(=O)NCc2ccc(F)c(F)c2)C1 (configuration not stated),102.0,-23.7,-0.3,-10.0,87.0,-1.7,-3.0,48.6,9.6
CC(=O)N(CCO)Cc1cc2cc(C)cc(C)c2[nH]c1=O,104.0,0.1,0.8,1.0,100.0,-10.6,-4.3,4.6,21.4
COCCNC(=O)C1CC2Cn3c(nc4cc(Cl)c(Cl)cc43)C2N1C (configuration not stated),98.0,nt,1.1,3.0,97.0,nt,nt,15.8,nt
Cc1ccc(C)c2[nH]c(=O)c(CCNC(=O)c3ccc4c(c3)OCO4)cc12,88.0,-3.1,-1.2,-6.0,90.0,15.2,-11.8,-21.3,4.9
COc1cccc(/C=N/Nc2ccc([N+](=O)[O-])cn2)c1O,104.0,-12.6,1.1,3.0,102.0,9.5,13.8,23.3,20.2
COc1ccc(CN(CC2CCC(C(=O)O)CC2)C(=S)Nc2ccccc2C)cc1 (configuration not stated),96.0,-20.9,-0.3,-6.0,96.0,-16.8,-2.8,-18.8,5.1
Cc1noc(C)c1CSc1ccccc1C(=O)O,98.0,-3.1,0.0,5.0,98.0,-7.2,3.1,20.0,3.9
CCOc1cc(NS(=O)(=O)c2ccc(OC)cc2)c(OCC)cc1NC(=O)c1ccco1,102.0,-5.7,1.5,4.0,92.0,-7.9,-12.7,-9.5,-1.8
CCOc1ccc(C(=O)OCC(=O)NC2CCCC2)cc1OCC,105.0,-21.4,-0.9,5.0,106.0,-12.8,-9.1,-9.9,-8.3
COc1ccc(N2CCN(CCCNC(=O)C3CCC(CNc4nc(=S)[nH]c5ccccc45)CC3)CC2)cc1 (configuration not stated),103.0,15.5,-0.1,-2.0,132.0,3.3,6.1,-6.7,0.1
Nc1c(-c2ccccc2Cl)cnn1-c1cccc([N+](=O)[O-])c1,102.0,4.2,-0.9,0.0,108.0,10.5,-0.6,-8.3,-5.7
CCCN1CCN(CCCNC(=O)CN2C(=O)c3cccnc3Oc3ccc(C)cc32)CC1,99.0,7.2,0.1,-5.0,103.0,-3.0,2.9,7.2,24.4
O=S(=O)(Cc1ccc(Cl)cc1)N1CCCCCC1,103.0,-15.5,-1.1,-1.0,100.0,-12.4,-5.9,23.3,5.4

# Given with two lines to a compound: four of the compounds above.
# Every second line gives: MEKK3 PB1 HTS	DNA FID counter	OXTR ag	MEKK2 mut-MEK5	MEKK2wt PB1 HTS	GPR7 antag	PfM18AAP inh	PHOSPHO1 block	NALP1 yeast inh
> Cc1ccsc1C(=O)N1CCCC(CCC(=O)NCc2ccc(F)c(F)c2)C1 (configuration not stated)
    102.0	-23.7	-0.3	-10.0	87.0	-1.7	-3.0	48.6	9.6
> CC(=O)N(CCO)Cc1cc2cc(C)cc(C)c2[nH]c1=O
    104.0	0.1	0.8	1.0	100.0	-10.6	-4.3	4.6	21.4
> COCCNC(=O)C1CC2Cn3c(nc4cc(Cl)c(Cl)cc43)C2N1C (configuration not stated)
    98.0	nt	1.1	3.0	97.0	nt	nt	15.8	nt
> Cc1ccc(C)c2[nH]c(=O)c(CCNC(=O)c3ccc4c(c3)OCO4)cc12
    88.0	-3.1	-1.2	-6.0	90.0	15.2	-11.8	-21.3	4.9

# Other structures.
SMILES,MEKK3 PB1 HTS,DNA FID counter,OXTR ag,MEKK2 mut-MEK5,MEKK2wt PB1 HTS,GPR7 antag,PfM18AAP inh,PHOSPHO1 block,NALP1 yeast inh
CCOc1ccc(-c2nnc3ccc(SCc4ccc(C(=O)OC)o4)nn23)cc1,102.0,-16.9,-1.4,1.0,102.0,-0.1,-1.9,95.4*,17.2
O=[N+]([O-])c1ccc(C2OCCO2)cc1CS(=O)(=O)c1ccccc1,89.0,6.5,1.0,-15.0,84.0,-3.8,2.6,4.4,-5.3
O=C(O)c1cccc(Cn2c(Cl)c(/C=N/NC(=O)c3ccccc3O)sc2=O)c1,102.0,-29.9,1.1,-5.0,107.0,-4.1,-0.8,27.3,-13.3
Cc1ccc(C)c(C(=O)CCC(=O)Nc2cccnc2)c1,96.0,-9.5,-0.8,-3.0,99.0,-14.1,-8.3,-14.6,6.0
COc1ccc(NC(=O)C2CCC(=O)N2)cc1 (configuration not stated),94.0,2.7,0.1,-2.0,96.0,7.0,5.8,15.2,-9.1
Cc1ccc(-c2nnn(Cc3nc(N)nc(N4CCOCC4)n3)n2)cc1,101.0,-9.2,5.7,0.0,98.0,-8.7,2.9,50.0,7.7
O=C(CCn1c(=O)[nH]c2ccsc2c1=O)N1CC(=O)N(CCc2ccccc2)C(=O)C1,74.0*[inhibitor],-9.8,-0.7,-9.0,81.0,-19.4,-1.7,25.1,-13.4
CC(C)(C)n1nc2c(c1NC(=O)Cc1ccc([N+](=O)[O-])cc1)CS(=O)(=O)C2,99.0,0.7,-0.2,5.0,102.0,-4.1,-0.5,19.2,-2.7
CC(C)OC(=O)CSc1nnc(COc2ccc([N+](=O)[O-])cc2)n1C,126.0,-9.3,-1.3,0.0,107.0,-0.9,-13.8,-29.3,-1.6
N#C/C(=C\c1ccccc1OCc1ccc(C(=O)O)cc1)C(=O)Nc1ccc(O)cc1,103.0,-37.1,-1.5,-11.0,89.0,5.9,21.5,-9.9,-4.3
O=C(Nc1ccc(O)cc1)/C(=C/c1ccco1)NC(=O)c1ccccc1,109.0,-0.7,1.2,-3.0,101.0,-3.6,-1.4,39.6,nt
Cc1ccc(CN2C(=O)CCC2C(=O)NCC2CCCO2)cc1 (configuration not stated),98.0,-0.1,0.2,2.0,100.0,-17.7,0.9,20.1,-3.6
CCOC(=O)CN1CC23C=CC(O2)C(C(=O)Nc2ccc(F)c(C)c2)C3C1=O (configuration not stated),107.0,-7.0,0.0,7.0,108.0,-3.2,-1.2,-35.8,17.2
COc1ccc(/C=C(\NC(=O)c2ccco2)C(=O)Nc2ccc(C(C)=O)cc2)cc1,103.0,-26.5,nt,0.0,98.0,-7.7,0.5,-6.7,-0.9
Cc1ccc2c(Cn3ccnc3)cc(=O)oc2c1C,103.0,1.0,-0.1,-2.0,100.0,3.2,1.4,50.4,31.9
Cc1cccc(CC2S/C(=N/c3ccccn3)NC2=O)c1 (configuration not stated),98.0,-13.7,0.3,4.0,103.0,-0.3,3.7,-13.3,11.9
CC1CCCCC1NC(=O)/C(C#N)=C/C=C/c1ccccc1[N+](=O)[O-] (configuration not stated),103.0,-1.2,-1.8,2.0,97.0,-13.6,-6.4,-11.2,-5.7
CC(=O)c1cccc(OCC(O)CNCC2CCCCC2)c1 (configuration not stated),94.0,-1.4,nt,0.0,108.0,1.9,-4.1,28.6,15.6
CCCCN(C)CCCNC(=O)c1ccc(N2CCCC2=O)cc1,106.0,4.7,0.4,1.0,105.0,-4.3,0.6,49.5,14.2
O=C1CSC(c2ccccc2Cl)N1 (configuration not stated),98.0,-0.8,0.8,1.0,103.0,-19.9,-2.3,-12.4,-12.0
O=S(=O)(/N=C(/NNS(=O)(=O)c1ccccc1)c1ccccc1)c1ccccc1,97.0,-12.6,0.5,-13.0,81.0,-9.9,8.1,40.4,5.8
Cc1cc(OCC(=O)N(Cc2ccccc2)C2CCS(=O)(=O)C2)ccc1Cl (configuration not stated),105.0,-39.8,0.6,2.0,100.0,-1.3,0.4,42.2,17.7
COc1ccccc1NC(=O)CN1CCN(C(=O)C2CCCO2)CC1 (configuration not stated),99.0,-6.2,1.4,3.0,101.0,-11.2,-7.2,nt,18.9
O=C(CN1C(=O)c2ccccc2S1(=O)=O)NCc1ccc2c(c1)OCO2,104.0,4.0,0.4,5.0,99.0,-12.1,6.1,-5.6,-103.3
O=C(CN1CCCC1)N1CCCC(c2ccc(F)cc2)c2ccc(F)cc21 (configuration not stated),93.0,13.0,-1.2,-1.0,92.0,4.8,-1.3,-10.6,35.6
CN(CCC(=O)Nc1cc(S(=O)(=O)N(C)C)ccc1Cl)CC(=O)Nc1ccc(F)cc1,100.0,-6.5,5.0,5.0,97.0,-1.9,3.2,35.9,-2.3
Cc1ccc(S(=O)(=O)N2CCN(C(=O)CSc3ccc(Cl)cc3)CC2)cc1,103.0,-39.4,-0.3,-2.0,103.0,4.2,-2.4,27.0,25.4
CC(C)OC(=O)c1ccc(COC(=O)c2cccc(-c3nnc(-c4ccccc4)o3)c2)cc1,104.0,-1.9,0.5,9.0,89.0,-9.7,0.8,6.1,8.2
CCOC(=O)c1sc2ncn(/N=C/c3ccc(O)c(OC)c3)c(=O)c2c1C,96.0,2.3,-0.1,-6.0,88.0,4.7,8.0,34.2,8.1
Cc1ccc(N(CC(=O)NCc2ccc(F)cc2)S(=O)(=O)c2cccs2)cc1,93.0,-21.3,-1.9,-2.0,91.0,-3.3,-10.2,2.1,17.8
O=C(CN1CCN(c2ccccc2)CC1)NC(=O)NCc1ccco1,95.0,-5.6,-1.4,-1.0,95.0,-5.0,4.1,7.2,12.0
c1ccc(COC2CCCN(Cc3nc(-c4cnccn4)no3)C2)cc1 (configuration not stated),103.0,-19.4,0.6,2.0,109.0,-13.3,-9.7,39.7,8.2
O=C(O)c1ccc(-n2cccc2/C=C2/NC(=O)N(c3cccc(Cl)c3)C2=O)cc1,95.0,-30.7,nt,-12.0,81.0,-10.3,11.0,19.2,14.5
O=C(CN(C(=O)CCC(=O)Nc1nccs1)c1ccc2c(c1)OCO2)NCc1ccc(F)cc1,101.0,-29.8,-0.2,2.0,96.0,-11.3,3.3,8.0,-2.9
CC(C)c1ccc2[nH]c3nc(SCC(=O)N4CCOCC4)nnc3c2c1,85.0,-9.5,-1.8,-16.0,84.0,-4.3,-0.4,-5.3,6.9
C/C(CC(=O)Nc1ccc(C)c(Cl)c1)=N\NC(=O)c1ccco1,105.0,-5.9,1.1,2.0,107.0,0.5,7.8,23.6,12.4
O=c1oc2ccccc2cc1N1CCOCC1,110.0,-2.0,0.8,-1.0,95.0,-8.6,1.9,2.4,3.7
Cc1ccc(NC(=O)CSc2nnc(-c3ccccc3C)o2)cc1C,104.0,-3.1,1.6,-2.0,101.0,-5.4,-2.5,8.5,7.9
COC(=O)c1ccc(N2CCN(C(C)=O)CC2)c(NC(=O)COc2ccccc2C)c1,91.0,-37.3,1.2,-5.0,95.0,-6.1,-2.0,51.2,3.9
O=C(N/N=C/c1cccnc1)c1ccccc1OCc1ccc(Br)cc1,115.0,-28.7,-2.9,-2.0,103.0,-5.6,0.5,42.1,14.0
N#C/C(=C\c1ccc(-c2cccc([N+](=O)[O-])c2)o1)C(=O)N1CCOCC1,99.0,8.9,-0.8,-9.0,92.0,4.9,-3.0,34.5,-5.0

# High-throughput results from PubChem.
